KCNK9 inh: blocks the human KCNK9 two-pore domain potassium channel; Q9NPC2; HEK293 KCNK9, FluxOR thallium flux fluorescence; stronger effect = lower value; B-score at 10 µM; 310,000 tested, 1.2% active;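 active means ratio B-score over 3 SD below the library mean, with starting fluorescence within 5 SD of its mean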;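 further: negative B-score means less thallium flux so channel inhibition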
TMEM16A act: mouse TMEM16A channel activation, primary screen; HEK293 TMEM16A/YFP-H148Q/I152L, iodide quench fluorescence; stronger effect = lower value; Q8BHY3; B-score at 10 µM; 340,000 tested, 0.3% active;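 active means fluorescence-ratio B-score plate-corrected deviation score at least 3 library SD below zero, with starting fluorescence score within 5 deviations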;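 further: channel opened by trigger with iodide after compound preincubation; score built on the fluorescence ratio of max minus min over baseline; more negative score means more quench and so TMEM16A activation or potentiation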
Target sequence (Q8BHY3 whole entry, looked up): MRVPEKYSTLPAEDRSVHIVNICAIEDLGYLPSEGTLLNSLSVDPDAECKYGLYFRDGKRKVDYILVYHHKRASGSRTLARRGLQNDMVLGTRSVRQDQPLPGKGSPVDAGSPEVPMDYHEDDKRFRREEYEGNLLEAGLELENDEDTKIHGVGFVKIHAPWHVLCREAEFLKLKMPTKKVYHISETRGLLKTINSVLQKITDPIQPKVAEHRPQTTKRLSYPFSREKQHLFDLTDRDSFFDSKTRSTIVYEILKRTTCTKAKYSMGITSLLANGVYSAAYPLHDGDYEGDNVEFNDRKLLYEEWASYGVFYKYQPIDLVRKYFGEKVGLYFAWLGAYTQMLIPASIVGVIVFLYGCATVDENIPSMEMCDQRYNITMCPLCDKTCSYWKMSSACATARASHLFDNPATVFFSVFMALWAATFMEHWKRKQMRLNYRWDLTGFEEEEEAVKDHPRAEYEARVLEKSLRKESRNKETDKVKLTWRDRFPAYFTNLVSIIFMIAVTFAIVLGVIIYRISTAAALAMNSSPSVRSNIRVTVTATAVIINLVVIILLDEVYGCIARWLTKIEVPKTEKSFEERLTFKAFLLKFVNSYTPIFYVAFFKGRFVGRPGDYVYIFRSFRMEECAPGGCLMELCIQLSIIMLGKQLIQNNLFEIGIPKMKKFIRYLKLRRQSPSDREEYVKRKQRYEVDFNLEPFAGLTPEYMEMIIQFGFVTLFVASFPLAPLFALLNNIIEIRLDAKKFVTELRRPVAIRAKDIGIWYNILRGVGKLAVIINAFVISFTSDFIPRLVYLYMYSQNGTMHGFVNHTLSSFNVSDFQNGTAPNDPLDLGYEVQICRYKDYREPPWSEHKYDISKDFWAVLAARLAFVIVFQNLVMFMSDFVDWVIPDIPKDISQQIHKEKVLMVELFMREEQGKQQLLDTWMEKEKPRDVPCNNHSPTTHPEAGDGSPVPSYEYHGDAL
TMEM16A inh: inhibitors of mouse TMEM16A calcium-activated chloride channel; normalized B-score (activity score, 25-100; higher = stronger inhibition) at 10 µM; HEK293 TMEM16A/YFP iodide influx fluorescence, ionomycin; 310,000 tested, 1.2% active; Q8BHY3; AID 588511;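 active means ratio plate-corrected score three or more library SD toward inhibition, starting fluorescence score within five deviations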;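 further: score derived from kinetic fluorescence span divided by baseline fluorescence per well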
HDAC3 inh: human HDAC3 inhibition; O15379; recombinant HDAC3, fluorogenic peptide/trypsin coupled, fluorescence; inhibition, % at 8.3 µM; 320,000 tested, 0.15% active; in the data active means inhibition above about 26%, passing the limit was not always enough
Dyrk1A ADPGlo: inhibitors of rat Dyrk1A kinase | inhibition, % at 12.5 µM | Q63470 | ADP-Glo luminescence, NFATc1 peptide | AID 504441 | 310,000 tested, 0.43% active; in the data active means inhibition above about 50%;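 further: plate controls were vehicle with enzyme for no effect and no enzyme for full effect; many of its hits are not listed in these tables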
KCNQ1 act: human KCNQ1 channel potentiation or activation; B-score at 10 µM; P51787; 310,000 tested, 0.35% active; CHO-K1 KCNQ1, thallium flux FluxOR fluorescence; stronger effect = higher value;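 active means fluorescence ratio B-score, a plate-corrected score, at least three library SD, with initial intensity B-score within 5 SD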
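System: Stable KCNQ1 CHO-K1 line | Incubation: 90 min dye loading and 20 min compound exposure, both at room temperature | Measure: Ratio B score | Medium: Assay buffer for compound exposure, DMSO matched across wells | Compound dosing: Single-concentration screen | Probe or stimulus: K+/Tl+ depolarizing stimulus | Measured by: Kinetic FluxOR fluorescence, 10 s baseline plus 110 s post-stimulus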
hERG protect: hERG (human) protection from proarrhythmic block | Q12809 | CHO-hERG, FluxOR thallium flux, dofetilide IC70 present | activation (rescue from dofetilide block), less the hit threshold, % at 10 µM | 310,000 tested, 0.51% active;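 active means activation above the mean of controls blocked by dofetilide plus 5 SD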;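 further: thallium influx through hERG after potassium depolarization seen as dye fluorescence rise; in these data hits start at about 4.7%; inactives centre near -7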
TRPC4 act: TRPC4 (mouse) channel activation | HEK293 TRPC4beta/mu-opioid, Fluo4 calcium fluorescence; stronger effect = higher value | B-score at 10 µM | 310,000 tested, 0.49% active | AID 2237;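 active means B-score above 5 SD of library B-scores, and initial fluorescence ratio not above library mean plus 5 SD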;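 further: positive B-score marks a calcium rise read as TRPC4 activation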
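Assay system: HEK293 stable line with TRPC4beta plus mu-opioid receptor; schedule: 45 min room-temperature Fluo4 loading, 110 s read; technique: kinetic Fluo4 calcium fluorescence; evaluation: integrated baseline-normalised fluorescence ratio, converted to per-well B score; controls: buffer (low) and maximal DAMGO (high)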
TRPC4 PAM: allosterically enhances the mouse TRPC4 cation channel | Q9QUQ5 | HEK293 TRPC4beta/mu-opioid, DAMGO EC20, Fluo-4 Ca2+ flux; stronger effect = higher value | B-score at 10 µM | 310,000 tested, 0.42% active;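 active means B-score of calcium response area above 5 SD of library B-scores, with initial fluorescence ratio within 5 SD of library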;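 further: B-score of integrated fluorescence ratio over time as area under calcium response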
KCNQ1 block: blocks the human KCNQ1 potassium channel; P51787; CHO-K1 KCNQ1, FluxOR thallium flux fluorescence; stronger effect = higher value; B-score at 10 µM; 310,000 tested, 1.3% active; AID 2642;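 active means compounds whose thallium flux B-score, printed positive for inhibition, exceeds three library SD while starting fluorescence stays within three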;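 further: channel opened by potassium depolarization with thallium stimulus after 20 min compound exposure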
KCNK3 block: human KCNK3 channel inhibition, primary screen; O14649; CHO-KCNK3 thallium flux, FluxOR fluorescence; stronger effect = lower value; B-score at 10 µM; 340,000 tested, 0.84% active; AID 602410;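 active means B-score under library mean minus 4 SD, starting fluorescence ratio at most library mean plus 5 SD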;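 further: more negative B-score means stronger inhibition of thallium flux through KCNK3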
Active calls of the source: *; i = inactive; / = not tested or not shown. A portion of the library; rates above refer to the full screens.

SMILES	KCNK9 inh	TMEM16A act	TMEM16A inh	HDAC3 inh	Dyrk1A ADPGlo	KCNQ1 act	hERG protect	TRPC4 act	TRPC4 PAM	KCNQ1 block	KCNK3 block
CC1(C)CC(=O)C(=Cc2cn(-c3ccccc3)nc2-c2ccccc2)C(=O)C1	i	i	i	1	13	i	-14	i	i	i	i
COc1ccc(CCCc2nc3ccccc3[nH]2)cc1	i	i	i	/	18	i	-2	i	i	i	i
Nc1nnc(-c2ccco2)s1	i	i	i	-3	8	i	-3	i	i	i	i
CN1CCN(c2nc3c(c(=O)[nH]c(=O)n3C)n2Cc2cccc(Br)c2)CC1	i	i	i	-2	14	i	-3	i	i	i	i
O=C(Nc1ccc(OC(F)F)cc1)c1cc[n+]([O-])cc1	i	i	i	3	2	i	-4	i	i	i	i
COc1ccc(CNC(=O)c2cccc(N(C)C)c2)cc1	i	i	i	3	-3	i	-14	i	i	i	i
O=C1CCCC2=C1C(c1ccccc1)NC(=S)N2 (stereo not given)	i	i	i	6	-1	i	-14	i	i	i	i
Cc1csc(=O)n1CCC(=O)OCC(=O)Nc1cccc(C#N)c1	i	i	i	15	9	i	-13	i	i	i	i
CNC(=S)N/N=C(\C)c1ccccc1	i	i	i	3	-6	i	-5	i	i	i	i
COC(=O)C1=C(C)N(C)C(=O)NC1c1ccsc1 (stereo not given)	i	i	i	6	-6	i	-12	i	i	i	i
COc1ccc(-c2cc(C(=O)N(C)Cc3ccccc3)no2)cc1OC	i	i	i	3	1	i	-14	i	i	i	i
CCc1ccccc1NC(=O)CSc1nnc([C@@H](NC(=O)OC(C)(C)C)C(C)CC)o1 (stereo not given in full)	i	i	i	2	-2	i	-4	i	i	i	i
CCOc1ccc(N2C(=O)/C(=C/c3cc(OC)c(OC)c(OC)c3)N(CC(=O)OC)C2=S)cc1	i	i	i	12	1	i	-7	i	i	i	i
COc1cc(C(C[N+](=O)[O-])c2c(N)n(C)c(=O)n(C)c2=O)ccc1O (stereo not given)	i	i	i	-1	-2	i	-3	i	i	6*	i
O=c1cc(CN2CCCc3ccccc32)nc2sccn12	i	-11*	i	-1	0	i	-17	i	i	i	i
Cc1cccc(OCCCOc2cccc3cccnc23)c1C	i	i	i	0	-3	i	-7	i	11*	i	i
NS(=O)(=O)c1ccc(NC(=O)COC(=O)COc2cccc(C(F)(F)F)c2)cc1	i	i	i	-1	7	i	-11	i	i	i	i
Fc1ccc(-c2nc3c(Cl)cc(C(F)(F)F)cn3c2Cl)cc1	i	i	i	-2	-3	i	-12	i	i	i	i
CC(C)(C)C1CCC(=NOC(=O)c2ccc(F)cc2)CC1 (stereo not given)	i	i	i	-1	/	i	-3	i	i	i	i
O=C(COC(=O)c1c2c(nc3ccccc13)CCCC2)c1cccs1	-10*	i	i	/	17	i	-18	i	i	i	-12*

By substructure, the compounds so far containing a thiophene ring, fused or not (two)
SMILES	KCNK9 inh	TMEM16A act	TMEM16A inh	HDAC3 inh	Dyrk1A ADPGlo	KCNQ1 act	hERG protect	TRPC4 act	TRPC4 PAM	KCNQ1 block	KCNK3 block
COC(=O)C1=C(C)N(C)C(=O)NC1c1ccsc1 (stereo not given)	i	i	i	6	-6	i	-12	i	i	i	i
O=C(COC(=O)c1c2c(nc3ccccc13)CCCC2)c1cccs1	-10*	i	i	/	17	i	-18	i	i	i	-12*

(more compounds)
SMILES	KCNK9 inh	TMEM16A act	TMEM16A inh	HDAC3 inh	Dyrk1A ADPGlo	KCNQ1 act	hERG protect	TRPC4 act	TRPC4 PAM	KCNQ1 block	KCNK3 block
O=C1c2ccc3c4c(ccc(c24)C(=O)N1CCCCO)C(=O)N(CCCCO)C3=O	i	i	/	/	-1	i	-25	i	i	i	i
COc1ccc(C2C(C(=O)OCC(=O)NC(C)(C)C)CCC(=O)N2c2ccc(C)cc2)cc1OC (stereo not given)	i	i	i	-1	4	i	-13	i	i	i	i
Cc1cccc(CSc2nnc(CCCCCNC(=O)OC(C)(C)C)o2)c1	i	i	i	6	4	i	-1	i	i	i	i
CCOC(=O)N1CCN(C(=O)c2cccn3c(=O)c4cc(Br)ccc4nc23)CC1	i	i	i	9	-2	i	-12	i	i	i	i
COc1ccc(/C=N/n2c(-c3ccccc3)n[nH]c2=S)cc1	i	i	i	13	-3	i	-1	i	i	i	i
CCn1c(C)nnc1SCC(=O)Nc1cccc(C(F)(F)F)c1	i	i	i	1	-1	i	-22	i	i	i	i
CCN1CC(CN(C)Cc2nc(-c3ccc(OC)c4ccccc34)oc2C)CC1=O (stereo not given)	i	i	i	-6	9	i	-5	i	i	i	i
C=CCn1c(-c2ccccc2)n[nH]c1=S	i	i	i	1	-4	i	-2	i	i	i	i
O=Cc1cn(CCC(=O)O)nc1-c1cccc(Cl)c1	i	i	i	2	-1	i	-12	i	i	i	i
Cc1ccc(C(=O)OCC(=O)c2ccc(S(=O)(=O)N3CCCCC3)cc2)o1	i	i	i	10	-1	i	-10	i	i	i	i
COc1ccc(/C(O)=C2/C(=O)C(=O)N(Cc3cccnc3)C2c2ccccn2)cc1 (stereo not given)	i	i	i	4	-1	i	-8	i	i	i	i
Cc1cc([N+](=O)[O-])ccc1-c1ccc(/C=N/NC(=O)Cc2ccccc2)o1	i	i	i	4	0	i	-12	i	i	i	i
CCCS(=O)(=O)N1CCCC(C(=O)NCCCN(CC)c2cccc(C)c2)C1 (stereo not given)	i	i	i	-1	13	i	-2	i	i	i	i
S=C(Nc1ccccc1Cl)N(Cc1cccnc1)Cc1ccco1	i	i	i	3	/	i	1	i	i	i	i
COc1ccccc1N1CCN(C(=O)C(=O)c2cn(CC(=O)N3CCCCCC3)c3ccccc23)CC1	i	i	i	2	2	i	-15	i	i	i	i
CN1CCN(NC(=O)Nc2ccc(F)cc2)CC1	i	i	i	-6	1	i	-5	i	i	i	i
Cc1cc(NC(=O)C23CCC(C)(C(=O)O2)C3(C)C)no1 (stereo not given)	i	i	i	-3	3	i	-4	i	i	i	i
CC(C)c1nc(C(N)=O)c2[nH]c(=O)n(-c3ccc(F)cc3)c2n1	i	i	i	-9	-2	i	-8	i	i	i	i
COc1ccc2c(c1OC)C(=O)N1C2SC(C)(C)[C@H]1C(=O)NC1CCCC1 (stereo not given in full)	i	i	i	-3	1	i	-4	i	i	i	i
CCOc1ccc(S(=O)(=O)N(C)c2ccc(OCC(=O)NCc3ccc(C(=O)OC)cc3)cc2)cc1	i	i	i	8	-5	i	-14	i	i	i	i
CN(CC(=O)O/N=C(\N)c1ccccn1)S(=O)(=O)c1cc(Cl)ccc1Cl	i	i	i	-5	2	i	-10	i	i	i	i
O=S1(=O)CCN(Cc2ccc(F)cc2)CC1	i	i	i	-1	1	i	-9	i	i	i	i
COC(=O)C1=C[C@@H](C(=O)OC)[C@@H]2C3=C(C(=O)[C@@]2(C)NC(=O)c2ccccc2)[C@H](c2ccccc2)[C@@H]2C(=O)NC(=O)[C@@H]2[C@@H]3C1	i	i	i	-6	3	i	-4	i	i	i	i
COc1cccc(CN(C)C(=O)c2cccc(S(=O)(=O)N3CCN(c4ccc(F)cc4)CC3)c2)c1OC	i	i	i	0	/	i	-13	i	i	i	i
COc1ccc(-c2n[nH]c(C)c2-c2ccc(Cl)cc2)c(O)c1OC	i	i	i	15	5	i	-26	i	i	i	i
CCCCc1nc(NCc2ccccc2)c(C#N)c2c1COC(C)(C)C2	i	i	i	-17	5	i	-2	i	i	i	i
CC(=O)c1nc(N2C(=O)CC(Cc3ccc(C)cc3)C2=O)sc1C (stereo not given)	i	i	i	3	-2	i	-9	i	i	i	i
O=C(c1ccccc1)c1c[nH]c2cc3c(cc2c1=O)OCO3	i	/	/	/	/	i	-16	i	i	i	/
CCS(=O)(=O)N1CCC(C(=O)O)CC1	i	i	i	-6	-3	i	-2	i	i	i	i
Cc1ccc(C)c(N2CCN(C(=O)CCCCn3c(=O)[nH]c4ccccc4c3=O)CC2)c1	i	i	25*	1	-9	i	-16	i	i	i	i
CC(C)(C)c1cc[n+](/C(C(=S)NC2CC2)=C(/[O-])c2ccc(Cl)s2)cc1	i	i	i	-1	2	i	-12	i	i	i	i
COc1ccc(S(=O)(=O)N2CC(O)CC2C(=O)Nc2cccnc2)cc1 (stereo not given)	i	i	i	-4	5	i	-2	i	i	i	i
Cc1ccc(CNC(=O)c2cnc(-c3ccccn3)nc2C(F)(F)F)cc1	i	i	i	0	-5	i	-2	i	i	i	i
CSc1cccc(NC(=O)CCCOc2ccc(Cl)cc2Cl)c1	i	i	i	2	-33	i	-4	i	i	i	i
O=C(Nc1ccccc1F)c1ccc(CNS(=O)(=O)c2cccc(C(F)(F)F)c2)cc1	i	i	i	1	4	i	-3	i	i	i	i
O=C(COC(=O)c1ccccc1Br)NCCC1=CCCCC1	i	i	i	6	-5	i	-11	i	i	i	i
CCN1CCN(c2ccc(S(=O)(=O)N3CCCCC3)cc2NC(=O)COc2ccc(F)cc2Cl)CC1	i	i	i	7	-8	i	-15	i	12*	i	i
Cc1ccc(S(=O)(=O)N2CCOCC2)cc1C(=O)NCC1CCCO1 (stereo not given)	i	i	i	-5	-6	i	-9	i	i	i	i
COc1ccc(-c2nc(CSCC(=O)NC3CCN(Cc4ccccc4)CC3)c(C)o2)cc1OC	i	i	i	0	1	i	-6	116*	i	i	i
Cc1cc(C)c(NC(=O)CN2C(=O)NC3(CCOc4ccccc43)C2=O)c(C)c1 (stereo not given)	i	i	i	0	-9	i	-4	i	i	i	i
CC(NC(=O)CCSCc1ccccc1F)c1ccccc1 (stereo not given)	i	i	i	2	-3	i	-8	i	i	i	i
O=C(Nc1ccc(CN2CCCCC2)cc1)c1ccc(Br)o1	i	i	i	7	5	i	-6	i	i	i	i
CCCc1nn(C)c2c1C(c1ccncc1)C(C#N)=C(N)O2 (stereo not given)	i	i	i	-1	5	i	-1	i	i	i	i
COC(=O)Cc1c(O)ccn(CCc2c[nH]c3ccccc23)c1=O	i	i	i	-3	2	i	-3	i	i	i	i
CN1C(=O)c2cccc3c(S(=O)(=O)Nc4ccc(O)c(C(=O)O)c4)ccc1c23	i	i	i	1	-4	i	-4	i	i	i	i
CC(C)CC(=O)N1CCC(N2CCN(c3ccccc3)CC2)CC1	i	i	i	-1	-4	i	-6	i	i	i	i
Clc1ccc(/C=N/N2CCN(Cc3ccccc3Cl)CC2)cc1	i	i	i	3	-1	i	-8	i	i	i	i
OCCCC1CCCCN1Cc1nc(Cc2ccccc2Cl)no1 (stereo not given)	i	i	i	6	/	i	-13	i	i	i	i

Screens as filed in PubChem.
